High-throughput results as filed in PubChem BioAssay.
bCat nuc transl: modulators of beta-catenin nuclear translocation | HeLa beta-catenin nuclear translocation, immunofluorescence imaging | nuclear translocation activity, % at 5 µM | hit rate 0.3% among 190,000 | AID 1665;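 active means nuclear translocation activity above 50% at 5 µM, with a well cell count of 50 or more; inconclusive means wells under 50 cells across six images, flagged as toxic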;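 further: per-cell ratio of nuclear to cytoplasmic median beta-catenin stain intensity; plate controls were DMSO negative control for no effect and GSK-3 inhibitor IX positive control for full effect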
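Signal – beta-catenin immunofluorescence imaging with DAPI · Test system – human HeLa cell line · Dosing – 5 µM primary single dose, 0.1% DMSO, 0.02–20 µM confirmation series · Measure – % activation, nuclear-to-cytoplasmic median beta-catenin signal ratio per cell · Incubation – 24 h compound exposure at 37°C, 5% CO2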
Myeloid diff MLP: promotes myeloid progenitor differentiation; ER-HoxA9 myeloid progenitors, lysozyme-GFP differentiation, flow cytometry; calls only at 10 µM; hit rate 1% among 360,000;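 active means normalized GFP-positive differentiation at or above the plate's own cutoff, the solvent-only control mean plus 3 SD; inconclusive means no clear call, values can overlap the other calls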;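 further: cells exposed to compound for four days before flow analysis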
Autophagy mod: autophagy modulation, high-content screen; calls only at 10 µM (by protocol); MEF GFP-LC3 puncta imaging; test concentration mostly 10 µM; hit rate 0.98% among 190,000; AID 463193;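 active means percentage of spot-positive cells more than 3 SD above its plate mean, without a fluorescence outlier flag or 80% toxicity; inconclusive means no clear call, values can overlap the other calls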;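 further: spot-positive cell cutoff set from DMSO-treated cells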
MT stabilizer: stabilizes microtubules in HeLa cells; HeLa tubulin immunostaining HCS, 24 h; share of cells brighter than vehicle mean+2SD; % tubulin-high responders, % at 10 µM; hit rate 0.83% among 200,000; AID 2205;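 active means plate Z-score above 3 for both tubulin-high and condensed-nucleus cell shares, with cell loss under 80%, at 10 µM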;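 further: anti alpha tubulin signal scored within the nucleus-defined area of each cell; some results filed as inactive read as strong as hits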
T cell HTS: modulates CD8 T cell binding to vesicles. calls only at 7 µM. hit rate 0.068% among 330,000. AID 2052. 2C CD8+ T cell-vesicle binding, flow cytometry; stronger effect = lower value;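 active means response, share of CD8 T cells binding vesicles, and their 90th percentile fluorescence all below set limits, cut at about 80% in these data, passing the limit was not always enough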
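incubation = binding step 1.5 h, 37 °C, antibody labelling 20 min, ice | test system = 2C mouse CD8+ T cells | read-out basis = percent CD8+ FL2 mean versus row control | controls = Peptide-free naked vesicles (low) and QL9 vesicles with 0.7% DMSO vehicle (high) | detection = flow cytometry of vesicle-bound cells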
Hep lipid drop: modulators of hepatic lipid droplet formation; AML12 mouse hepatocytes, oleate lipid droplets, BODIPY imaging; inhibition, % at 6.5 µM; hit rate 0.4% among 240,000; AID 1656;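 active means lipid droplet intensity inhibited by at least 50%, with more than 500 cells counted; inconclusive means wells with under 300 cells, treated as cytotoxic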
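System: AML12 hepatocytes (mouse). Probe or stimulus: oleic acid at 100 µM to induce lipid droplet formation. Times: overnight treatment with compound plus oleate. Detection: Image-based BODIPY and DAPI two-channel analysis. Evaluation: percent inhibition of filter-corrected integrated lipid droplet intensity per well.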
Ins promoter up: MIN6 insulin promoter up-regulation. AID 1625. hit rate 0.3% among 190,000. MIN6 insulin promoter-GFP reporter, high-content imaging; stronger effect = higher value. z-score at 5 µM;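 active means z-score above 3 at 5 µM with at least 500 cells counted in the well; inconclusive means wells under 500 cells, flagged as cytotoxic or low count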
WT yeast gro inh: growth inhibition of WT yeast, mitochondrial fusion screen | hit rate 2.1% among 190,000 | AID 1362 | inhibition, % at 10 µM | mitochondrial fusion phenotypic screen, WT strain; in the data active means inhibition above about 58%; tested in S. cerevisiae
West Nile antiviral: inhibition of WNV-induced cytopathic effect – cell-based, CPE readout (AID 1621). West Nile virus-infected cells, CPE inhibition; higher % means a stronger effect. CPE inhibition, % at 10 µM, or IC50 in µM where a hit was titrated. hit rate 0.02% among 290,000; in the data active means a potency from the dose series; inconclusive means CPE inhibition mostly from about 3.7% at the one dose, without a potency; inactive means the rest, 99 in 100 with CPE inhibition below about 2.2%; further: strong numbers were not always called active
WT yeast gro inh mutant strain: further read-out of WT yeast gro inh, marked with its call; inhibition, %; mitochondrial fusion phenotypic screen, mutant strain inhibition
Ins promoter up cell count: recorded beside Ins promoter up, whose call it bears; cell count; measured here: cytotoxicity, nuclei count;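 total cells summed across four imaged fields per well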
Hep lipid drop cells 6.5 µM: also measured in Hep lipid drop; calls as there; cell count; measured here: cell count, cytotoxicity flag;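 cells counted across two imaged fields per well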
bCat nuc transl cell count 5 µM: further read-out of bCat nuc transl, marked with its call; cell count; measured here: cell count, cytotoxicity flag
T cell HTS vesicle-bound %: second read-out of T cell HTS, no call of its own (marks repeat the call); double positive events, %; measured here: CD8+ vesicle-bound cell fraction;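 binding gate set so that unloaded-vesicle control wells show 10% double positive cells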
MT stabilizer Hoechst-high %: second read-out of MT stabilizer, no call of its own (marks repeat the call); % Hoechst-high responders; measured here: nuclear condensation Hoechst responders;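 share of cells brighter than vehicle mean plus two SD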
MT stabilizer cytotoxicity %: further read-out of MT stabilizer, marked with its call; toxicity, %; measured here: cytotoxicity by cell density;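 0% = mean cell density of plate MIN control wells and 100% = no cells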
Autophagy mod cell loss 18 h: also measured in Autophagy mod; calls as there; toxicity, %; measured here: cell loss, nuclei count;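 cell loss after 18 h compound exposure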
Myeloid diff MLP GFP+ MAC1+ %: second read-out of Myeloid diff MLP, no call of its own (marks repeat the call); GFP+ MAC1+ double positive, %; measured here: differentiation confirmed by MAC1 staining
An asterisk follows results filed as active; i = inactive; ? = inconclusive; . = no result given; + = active, no number.

SMILES | bCat nuc transl | bCat nuc transl cell count 5 µM | Myeloid diff MLP | Myeloid diff MLP GFP+ MAC1+ % | Autophagy mod | Autophagy mod cell loss 18 h | MT stabilizer | MT stabilizer Hoechst-high % | MT stabilizer cytotoxicity % | T cell HTS | T cell HTS vesicle-bound % | Hep lipid drop | Hep lipid drop cells 6.5 µM | Ins promoter up | Ins promoter up cell count | WT yeast gro inh | WT yeast gro inh mutant strain | West Nile antiviral
O=[N+]([O-])c1ccc(Nc2nc(NC3CCCCC3)nc(N3CCCC3)n2)cc1 | -0.3 | 1059 | i | 0.0 | i | 5 | 2.0 | 0.5 | 0.3 | i | 60 | 14 | 633 | 0.3 | 1129 | 77* | 44* | -0.6%
COc1ccc(CCNC(=O)c2cc3c(F)cccc3s2)cc1OC | . | . | i | 0.3 | . | . | . | . | . | i | 39 | 77* | 798* | . | . | . | . | 0.1%
CCOCCCNC(=O)/C(C#N)=C/c1cc(OC)c(O)c([N+](=O)[O-])c1 | 0.8 | 933 | i | 0.7 | i | 1 | 24* | 23* | 52* | i | 43 | 0 | 662 | 0.47 | 1234 | -5 | -16 | -1.0%
O=C(NNC(=S)Nc1ccc(F)c(Cl)c1)C1CC1 | -3.7 | 948 | i | 0.2 | i | 5 | 4.7 | 1.2 | 2.7 | i | 14 | -8 | 687 | -0.77 | 1394 | -6 | 7 | 0.3%
O=c1cc(C(F)(F)F)nc(SCc2cccc3ccccc23)[nH]1 | . | . | i | 0.4 | . | . | . | . | . | i | 33 | 22 | 792 | . | . | . | . | -0.3%
Cc1c(C(=O)O)cccc1-n1c(C)cc(/C=C(/C#N)C(=O)NCc2ccccc2)c1C | -0.4 | 1561 | i | 0.4 | i | 18 | 2.7 | 2.5 | 6.5 | i | 57 | 23 | 772 | 0.6 | 1447 | 5 | 7 | 0.4%
COc1ccc2c(c1)C1(Nc3ccccc3-c3nc4ccccc4n31)C(=O)N2C (stereo not drawn) | -6.6 | 821 | i | 0.6 | i | -8 | 3.5 | 1.0 | 6.9 | i | 56 | 0 | 659 | -0.59 | 1140 | -7 | -8 | 0.3%
COCCCNCCCCOc1ccc(Br)cc1Cl | -0.1 | 972 | i | 0.6 | i | 13 | 2.5 | 1.9 | 4.4 | i | 51 | -20 | 594 | -0.73 | 1203 | 45 | 61 | 0.7%
COc1ccc(C(=O)Nc2ccc3c(c2)n(C)c(=O)n3C)cc1OC | . | . | i | 0.4 | . | . | . | . | . | i | 57 | 4 | 839 | . | . | . | . | -0.4%
COCCOC(=O)c1cc(C(=O)c2cc(F)ccc2O)coc1=N | 4.8 | 1147 | + | 11* | i | -1 | 3.5 | 1.7 | 4.1 | i | 20 | 2 | 759 | 0.48 | 1050 | -11 | -1 | -0.1%
Cc1ccccc1-c1cccc([C@@H]2C[C@H]3CN(Cc4cccnc4)C(=O)[C@]34CCCN24)c1 | 0.7 | 1084 | i | 0.2 | i | 14 | 5.2 | 1.9 | 7.3 | i | 52 | -8 | 691 | 0.31 | 1412 | 26 | 16 | -1.4%
NNC(=O)Cn1nc2n(c1=O)-c1ccccc1SC2 | -1.1 | 1334 | i | 0.3 | . | . | . | . | . | i | 42 | 17 | 708 | 0.35 | 1081 | . | . | 0.3%
Cc1cc(=O)[nH]c(SCC(=O)Nc2ccc3c(c2)OCCO3)n1 | 0.4 | 1514 | i | 0.1 | i | -6 | 2.9 | 2.8 | 3.5 | i | 49 | 23 | 702 | 0.3 | 1670 | -6 | -11 | -0.1%
COc1ccc(-c2nc(CS(=O)(=O)CC(=O)NCCCN3CCN(C)CC3)c(C)o2)cc1 | . | . | i | 1.7 | . | . | . | . | . | i | 7 | -61 | 687 | . | . | . | . | 0.1%
CCCCC(=O)Nc1cc(C)c2c(=O)oc3ccccc3c2n1 | 0.0 | 1415 | i | 0.6 | i | -27 | 3.1 | 2.7 | 2.0 | i | 50 | . | . | -0.08 | 1527 | 17 | 15 | 0.2%
CCN(CC)c1ccc(C(=S)NC2CCCCC2)cc1 | -3.1 | 927 | i | 0.4 | i | 1 | 1.6 | 1.8 | 1.4 | i | 40 | -6 | 637 | -0.37 | 1531 | 73* | 62* | -1.4%
O=[N+]([O-])c1cc(Br)c(Nc2ccccc2)c([N+](=O)[O-])c1 | . | . | ? | . | . | . | . | . | . | i | 14 | -2 | 834 | . | . | . | . | -2.6%
Cn1c(=NC(=O)c2ccc(S(=O)(=O)N3CCCc4ccccc43)cc2)sc2cc(S(C)(=O)=O)ccc21 | -0.3 | 953 | i | 0.8 | i | -11 | 1.5 | 3.0 | 4.0 | i | 21 | -15 | 449 | . | . | -10 | -15 | -1.5%
CC(CN1C(C)CCCC1C)OC(=O)c1ccccc1Cl (stereo not drawn) | -1.2 | 1051 | i | 0.6 | i | -7 | 12 | 2.0 | 6.1 | i | 28 | 29 | 692 | -0.1 | 1283 | 1 | 14 | -0.3%
O=C(C1=C(O)C(=O)N(CC2CCCO2)C1c1cccc(O)c1)c1ccco1 (stereo not drawn) | . | . | i | 0.7 | . | . | . | . | . | i | 30 | -3 | 821 | . | . | . | . | -0.3%
O=C(CSc1nnc(Cc2cc(=O)[nH]c(=O)[nH]2)n1-c1ccccc1)NCC1CCCO1 (stereo not drawn) | . | . | i | 0.6 | i | -10 | 2.8 | 1.5 | 4.9 | i | 33 | 3 | 733 | -0.43 | 1271 | -9 | -11 | -0.2%
CCCCC(O)(CCCC)C(=O)NN(C(=O)OC)c1ccc(C)cc1 | 1.3 | 1273 | i | 1.1 | . | . | . | . | . | i | 39 | -25 | 711 | -0.01 | 1075 | . | . | -0.5%
COc1cc(OC)c(NC(=O)CCc2nc(-c3ccc(C)cc3)no2)cc1Cl | -2.8 | 1192 | i | 0.8 | i | -9 | 5.3 | 3.5 | 1.6 | i | 44 | . | . | 1 | 1236 | 20 | 5 | 0.2%
Cc1cccc(NC(=O)CSc2nnc(CCC(=O)Nc3ccc(C)c(Cl)c3)n2C)c1 | -6.6 | 1195 | i | 2.8 | i | 12 | 3.9 | 1.3 | 3.7 | . | . | -2 | 653 | 0.18 | 2010 | 3 | 4 | -0.6%
Cc1cc(NC(=O)Nc2cccc(C)c2C)no1 | -5.8 | 1113 | i | 0.0 | i | 19 | 4.4 | 1.7 | 4.8 | i | 57 | -2 | 717 | 0.8 | 1656 | -5 | -8 | -0.2%

Reformatted: results already given.
Results follow in this order: bCat nuc transl, bCat nuc transl cell count 5 µM, Myeloid diff MLP, Myeloid diff MLP GFP+ MAC1+ %, Autophagy mod, Autophagy mod cell loss 18 h, MT stabilizer, MT stabilizer Hoechst-high %, MT stabilizer cytotoxicity %, T cell HTS, T cell HTS vesicle-bound %, Hep lipid drop, Hep lipid drop cells 6.5 µM, Ins promoter up, Ins promoter up cell count, WT yeast gro inh, WT yeast gro inh mutant strain, West Nile antiviral
> Cn1c(=NC(=O)c2ccc(S(=O)(=O)N3CCCc4ccccc43)cc2)sc2cc(S(C)(=O)=O)ccc21
→ -0.3, 953, i, 0.8, i, -11, 1.5, 3.0, 4.0, i, 21, -15, 449, ., ., -10, -15, -1.5%
> CC(CN1C(C)CCCC1C)OC(=O)c1ccccc1Cl (stereo not drawn)
→ -1.2, 1051, i, 0.6, i, -7, 12, 2.0, 6.1, i, 28, 29, 692, -0.1, 1283, 1, 14, -0.3%
> O=C(C1=C(O)C(=O)N(CC2CCCO2)C1c1cccc(O)c1)c1ccco1 (stereo not drawn)
→ ., ., i, 0.7, ., ., ., ., ., i, 30, -3, 821, ., ., ., ., -0.3%
> O=C(CSc1nnc(Cc2cc(=O)[nH]c(=O)[nH]2)n1-c1ccccc1)NCC1CCCO1 (stereo not drawn)
→ ., ., i, 0.6, i, -10, 2.8, 1.5, 4.9, i, 33, 3, 733, -0.43, 1271, -9, -11, -0.2%

(listing goes on)
SMILES | bCat nuc transl | bCat nuc transl cell count 5 µM | Myeloid diff MLP | Myeloid diff MLP GFP+ MAC1+ % | Autophagy mod | Autophagy mod cell loss 18 h | MT stabilizer | MT stabilizer Hoechst-high % | MT stabilizer cytotoxicity % | T cell HTS | T cell HTS vesicle-bound % | Hep lipid drop | Hep lipid drop cells 6.5 µM | Ins promoter up | Ins promoter up cell count | WT yeast gro inh | WT yeast gro inh mutant strain | West Nile antiviral
c1cc2c(cc1Nc1nc(-c3ccc4c(c3)OCO4)cs1)OCCO2 | 1.1 | 946 | i | 0.7 | i | -9 | 2.6 | 1.8 | 18 | i | 15 | 0 | 661 | -0.46 | 1321 | -1 | 8 | 0.3%
CC1CCN(CCc2nc3cc(NS(=O)(=O)c4ccc(F)cc4)ccc3n2C)CC1 | . | . | i | 0.2 | i | -2 | 4.0 | 1.5 | 7.0 | i | 40 | -8 | 694 | -0.04 | 1253 | -11 | 11 | -0.3%
Oc1[nH]c2ccccc2c1N=Nc1ncnc2c1oc1ccccc12 | -1.0 | 1179 | . | . | . | . | . | . | . | i | 34 | -2 | 755 | -0.08 | 1344 | . | . | 0.4%
Cn1c(=O)c2c(SCc3cccnc3)nc(C3CC3)nc2n(C)c1=O | . | . | i | 5.0 | i | 6 | 4.3 | 2.3 | 7.0 | i | 19 | . | . | -0.96 | 746 | 5 | 0 | 0.8%
CCCNC(=O)NC(=O)COC(=O)c1ccc(OC)c(S(=O)(=O)N2CCCc3ccccc32)c1 | -0.2 | 1117 | i | 1.0 | . | . | 1.8 | 2.0 | 15 | i | 43 | . | . | -2.1 | 839 | 30 | 26 | 0.0%
Cn1c(=O)c2c(nc(N3CCOCC3)n2CCCNC2=NCCC2)n(C)c1=O | -0.9 | 1397 | i | 0.9 | i | 6 | 3.9 | 3.4 | 4.7 | i | 51 | . | . | -0.27 | 1469 | 3 | -2 | 0.1%
